Screens deposited in PubChem BioAssay by Broad Institute.
NFkB binder – NF-kappa-B p105 (human) binding; Small molecule microarray, anti-His fluorescence binding; calls only; 1.3% of 17,000 active; AID 624139;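 active = spot fluorescence over background significantly raised, with a chance value under 7% in all four replicate spots of the compound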;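 also: probe protein is his-tagged human p50 processed subunit at 1 µg/ml; raw spot fluorescence signals with no normalization applied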
Target sequence (P19838 1-433 limits assumed): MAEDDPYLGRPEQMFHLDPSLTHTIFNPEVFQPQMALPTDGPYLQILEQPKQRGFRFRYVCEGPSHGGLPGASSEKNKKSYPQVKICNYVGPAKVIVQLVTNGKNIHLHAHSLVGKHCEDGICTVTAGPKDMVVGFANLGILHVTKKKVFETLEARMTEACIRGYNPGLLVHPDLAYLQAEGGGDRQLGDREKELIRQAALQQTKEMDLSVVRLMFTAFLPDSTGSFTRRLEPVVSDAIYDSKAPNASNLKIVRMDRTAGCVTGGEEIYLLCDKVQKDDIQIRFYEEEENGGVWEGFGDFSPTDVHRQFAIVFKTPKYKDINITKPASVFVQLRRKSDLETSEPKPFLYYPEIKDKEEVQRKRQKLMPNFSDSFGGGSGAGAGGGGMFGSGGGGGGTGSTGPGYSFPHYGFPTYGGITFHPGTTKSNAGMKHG
Calls only; i = inactive; + = active, no number. This is a subset; the hit share may differ from the screen's.

entry	mol	NFkB binder
1	O=C(CS(=O)(=O)Cc1ccccc1)Nc1ncccn1	i
2	Nc1nc(Cl)nc2c1ncn2C1OC(CO)[C@H](O)[C@H]1F (stereo partly drawn)	i
3	C[C@H](CO)N1C[C@H](C)[C@@H](CN(C)S(=O)(=O)c2ccccc2)Oc2c(NS(=O)(=O)c3cccs3)cccc2C1=O	i
4	C[C@@H]1CCCCO[C@H](CN(C)C(=O)c2ccncc2)[C@@H](C)CN([C@H](C)CO)C(=O)c2cc(NC(=O)Cc3ccccc3)ccc2O1	i
5	CNC[C@H]1Oc2ccc(NC(=O)C3CC3)cc2CC(=O)N([C@@H](C)CO)C[C@H]1C	i
6	CC(C)NC(=O)Nc1cccc2c1O[C@H](CN(C)Cc1ccc(Cl)c(Cl)c1)[C@@H](C)CN([C@@H](C)CO)C2=O	i
7	Cc1ncc([N+](=O)[O-])n1CC(=O)Nc1ccc(F)cc1	i
8	C[C@H]1CN([C@@H](C)CO)C(=O)Cc2cc(N(C)C)ccc2O[C@H]1CN(C)S(=O)(=O)c1cccs1	i
9	C[C@H](CO)N1C[C@H](C)[C@@H](CN(C)C(=O)Nc2ccccc2)Oc2ccc(NC(=O)Cc3cn(C)c4ccccc34)cc2C1=O	i
10	C[C@H]1CN([C@@H](C)CO)C(=O)CCCn2cc(nn2)CO[C@@H]1CN(C)C(=O)Cc1ccccc1	i
11	C#CCNC(=O)C1=C[C@@H](C(C)(C)C)C[C@@H](OCc2ccc(CO)cc2)O1	i
12	O=C(CSc1nc2ccc(NC(=O)c3ccccc3)cc2s1)Nc1ccccc1C(F)(F)F	i
13	O=C1N(Cc2ccccc2)Cc2ccccc2C[C@@]12N=C(c1ccc(OCCCO)cc1)O[C@H]2c1ccccc1	+
14	C[C@H]1CN([C@@H](C)CO)C(=O)Cc2cc(NS(=O)(=O)c3ccc(Cl)cc3)ccc2O[C@H]1CN(C)C(=O)NC1CCCCC1	i
15	CNC[C@@H]1Oc2c(N)cccc2C(=O)N([C@H](C)CO)C[C@@H]1C	i
16	C[C@@H]1CN([C@@H](C)CO)C(=O)c2cc(NS(C)(=O)=O)ccc2O[C@@H](C)CCCCO[C@@H]1CN(C)C(=O)CCC(F)(F)F	i
17	Cc1noc(C)c1S(=O)(=O)Nc1ccc2c(c1)C(=O)N([C@@H](C)CO)C[C@@H](C)[C@H](CN(C)S(=O)(=O)c1cn(C)cn1)O2	i
18	C[C@H](CO)N1C[C@H](C)[C@@H](CN(C)C(=O)Nc2ccc3c(c2)OCO3)Oc2ccc(NC(=O)Cc3ccccc3)cc2CC1=O	i
19	C[C@@H]1CCCCO[C@@H](CN(C)C(=O)Cc2ccccc2)[C@@H](C)CN([C@H](C)CO)C(=O)c2cc(NC(=O)Nc3ccccc3)ccc2O1	i
20	C=CC[C@@]12N=C(c3ccc(OCCCO)cc3)O[C@@H]1c1ccccc1N(CCS(=O)(=O)c1ccccc1)C2=O	i
21	Cc1cc(C)nc(SCCCn2c(=O)[nH]c3ccccc32)n1	i
22	C[C@H]1CN([C@@H](C)CO)C(=O)c2cc(NC(=O)C3CC3)ccc2O[C@H]1CN(C)Cc1ccc(C(=O)O)cc1	i
23	C[C@@H]1CN([C@H](C)CO)C(=O)c2cc(NC(=O)Nc3ccc4c(c3)OCO4)ccc2O[C@H]1CN(C)Cc1ccc(C(F)(F)F)cc1	i
24	CS(=O)(=O)CCNCc1nc(-c2ccc3ncnc(Nc4ccc(OCc5cccc(F)c5)c(Cl)c4)c3c2)cs1	i
25	O=C(CCSc1nc(-c2ccco2)cc(C(F)(F)F)n1)Nc1cccnc1	i
26	C[C@@H]1CN([C@@H](C)CO)C(=O)Cc2cc(NC(=O)NC3CCCCC3)ccc2O[C@@H]1CN(C)C(=O)NC1CCCCC1	i
27	C[C@@H]1CN([C@H](C)CO)C(=O)c2cc(NS(C)(=O)=O)ccc2O[C@H]1CN(C)C(=O)Nc1ccc(F)cc1	i
28	C[C@H]1ON(c2ccccc2)[C@@H](c2ccccc2)[C@@H]1C(=O)N1C(=O)OC[C@@H]1c1ccccc1	i
29	Cc1noc(C)c1NC(=O)N(C)C[C@H]1OCCCC[C@H](C)Oc2ccc(NS(=O)(=O)c3cn(C)cn3)cc2C(=O)N([C@@H](C)CO)C[C@H]1C	i
30	COC1CCC(C(=O)c2ccc3nc4c(cc3c2)CCCO4)CC1 (stereo not drawn)	i
31	CC(C)NC(=O)N(C)C[C@H]1OCCCC[C@@H](C)Oc2ccc(NS(=O)(=O)c3ccccc3)cc2C(=O)N([C@H](C)CO)C[C@H]1C	i
32	CCCc1occc(=O)c1CC=O	i

Entries from the list above with a thiophene ring, fused or not, in the order listed:
entry	mol	NFkB binder
3	C[C@H](CO)N1C[C@H](C)[C@@H](CN(C)S(=O)(=O)c2ccccc2)Oc2c(NS(=O)(=O)c3cccs3)cccc2C1=O	i
8	C[C@H]1CN([C@@H](C)CO)C(=O)Cc2cc(N(C)C)ccc2O[C@H]1CN(C)S(=O)(=O)c1cccs1	i

(more compounds)
entry	mol	NFkB binder
33	C[C@@H]1CN([C@@H](C)CO)C(=O)c2cccc(NC(=O)NC3CCCCC3)c2O[C@H]1CN(C)C(=O)Nc1ccc(F)cc1	i
34	CC12N=C3SCc4ccccc4CN3[C@H](c3ccccc3O1)[C@H]2CO[Si](C)(C)C(C)(C)C	i
35	COc1ccc(CN(C)C[C@H]2OCCCC[C@@H](C)Oc3ccc(NC(=O)Nc4ccc5c(c4)OCO5)cc3C(=O)N([C@@H](C)CO)C[C@H]2C)cc1	i
36	C[C@@H]1CN([C@@H](C)CO)C(=O)Cc2cc(NC(=O)C3CC3)ccc2O[C@@H]1CN(C)Cc1ccc(C(F)(F)F)cc1	i
37	Cn1c(SCC(=O)N2CCN(c3ccccc3)CC2)nnc1-c1cc2ccccc2o1	i
38	CSCCC(Nc1ncnc2sc3c(c12)CCCC3)C(=O)O (stereo not drawn)	i
39	C[C@H]1CN([C@@H](C)CO)C(=O)c2cccc(NC(=O)Nc3cccc4ccccc34)c2O[C@H]1CN(C)C(=O)NC1CCCCC1	i
40	O=C(NCCCO)C(=O)NCC1COc2ccccc2O1 (stereo not drawn)	i

Six compounds picked at random from the list so far:
entry	mol	NFkB binder
40	O=C(NCCCO)C(=O)NCC1COc2ccccc2O1 (stereo not drawn)	i
35	COc1ccc(CN(C)C[C@H]2OCCCC[C@@H](C)Oc3ccc(NC(=O)Nc4ccc5c(c4)OCO5)cc3C(=O)N([C@@H](C)CO)C[C@H]2C)cc1	i
36	C[C@@H]1CN([C@@H](C)CO)C(=O)Cc2cc(NC(=O)C3CC3)ccc2O[C@@H]1CN(C)Cc1ccc(C(F)(F)F)cc1	i
37	Cn1c(SCC(=O)N2CCN(c3ccccc3)CC2)nnc1-c1cc2ccccc2o1	i
34	CC12N=C3SCc4ccccc4CN3[C@H](c3ccccc3O1)[C@H]2CO[Si](C)(C)C(C)(C)C	i
38	CSCCC(Nc1ncnc2sc3c(c12)CCCC3)C(=O)O (stereo not drawn)	i

Continuation:
entry	mol	NFkB binder
41	Nc1ncnc2c1ncn2CCN1CCOCC1	i
42	CC(C)NC(=O)Nc1ccc2c(c1)C(=O)N([C@H](C)CO)C[C@@H](C)[C@H](CN(C)C(=O)Nc1ccccc1)OCCCC[C@@H](C)O2	i
43	Cc1noc(C)c1NC(=O)Nc1ccc2c(c1)CC(=O)N([C@H](C)CO)C[C@@H](C)[C@H](CN(C)S(=O)(=O)c1cn(C)cn1)O2	i
44	CC(=O)c1ccc(NC(=O)CSc2nnc(N)n2-c2ccccc2)cc1	i
45	Cc1cc(C)nc(SC(C)C(=O)Nc2ccc(Cl)cc2)n1 (stereo not drawn)	i
46	Cc1noc(C)c1NC(=O)N(C)C[C@H]1Oc2ccc(N(C)C)cc2CC(=O)N([C@@H](C)CO)C[C@@H]1C	i
47	Cc1noc(C)c1NC(=O)Nc1ccc2c(c1)CC(=O)N([C@@H](C)CO)C[C@H](C)[C@H](CN(C)C(=O)NC(C)C)O2	i
48	C[C@H](CO)N1C[C@H](C)[C@H](CN(C)S(=O)(=O)c2ccccc2)OCCCC[C@H](C)Oc2ccc(NC(=O)Nc3ccccc3)cc2C1=O	i
49	CC(C)NC(=O)Nc1ccc2c(c1)C(=O)N([C@@H](C)CO)C[C@@H](C)[C@@H](CN(C)C(=O)c1ccncc1)OCCCC[C@@H](C)O2	i
50	C[C@@H]1CN([C@@H](C)CO)C(=O)Cc2cc(NS(C)(=O)=O)ccc2O[C@H]1CN(C)CC1CC1	i
51	CNC[C@H]1Oc2c(NS(=O)(=O)c3cccs3)cccc2C(=O)N([C@@H](C)CO)C[C@@H]1C	i
52	CC(C)NC(=O)N(C)C[C@H]1OCCCC[C@H](C)Oc2ccc(NC(=O)Nc3ccccc3)cc2C(=O)N([C@H](C)CO)C[C@@H]1C	i
53	C[C@H]1CN([C@@H](C)CO)C(=O)c2cccc(NC(=O)NC3CCCCC3)c2O[C@@H]1CN(C)S(=O)(=O)c1cccs1	i
54	CC(C)NC(=O)N(C)C[C@@H]1OCCCC[C@@H](C)Oc2ccc(NC(=O)CCC(F)(F)F)cc2C(=O)N([C@@H](C)CO)C[C@@H]1C	i
55	C[C@@H]1CN([C@H](C)CO)C(=O)c2cccc(NC(=O)c3cnccn3)c2O[C@H]1CN(C)S(=O)(=O)c1cn(C)cn1	i
56	C[C@H](CO)N1C[C@H](C)[C@H](CN(C)C(=O)Nc2ccccc2F)OCc2cnnn2CCCC1=O	i
57	CCO[C@@H]1OC(C(=O)N2CCCCCCC2)=C[C@H](C)[C@H]1CCCO	i
58	O=C(COc1cccc(C(F)(F)F)c1)Nc1cccnc1	i
59	O=c1c(-c2ccc(O)cc2)coc2cc(O[C@@H]3O[C@H](CO)[C@@H](O)[C@H](O)[C@H]3O)cc(O)c12	i
60	C[C@@H]1CCCCO[C@@H](CN(C)S(=O)(=O)c2ccccc2)[C@@H](C)CN([C@@H](C)CO)C(=O)c2cc(NC(=O)Nc3ccccc3)ccc2O1	i
61	COC(=O)C1=C2CC[C@H](CO)NC(=O)N[C@H](Cc3ccccc3)C(=O)NCc3cn(nn3)C[C@@H](Cc3ccccc3)NC(=O)c3oc(c(C(=O)OC)c3C(=O)OC)CC[C@H](CO)NC(=O)N[C@H](Cc3ccccc3)C(=O)NCc3cn(nn3)C[C@@H](Cc3ccccc3)NC(=O)C(=C1C(=O)OC)O2	i
62	O=C(N1CCCCC1)[C@@]1(CCS(=O)(=O)c2ccccc2)N=C(c2ccc(OCCCO)cc2)O[C@H]1c1ccccc1	i
63	CC(C)CNC(=O)[C@@]1(c2ccc([N+](=O)[O-])cc2)CC(=O)N(CC23CC4CC(CC(C4)C2)C3)[C@@H]1c1ccc(CO)cc1	i
64	C[C@H](CO)N1C[C@H](C)[C@H](CN(C)S(=O)(=O)c2cn(C)cn2)Oc2ccc(NC(=O)CCN3CCOCC3)cc2CC1=O	i
65	COc1ccc(S(=O)(=O)N(C)C[C@@H]2Oc3ccc(NC(=O)Nc4cccc5ccccc45)cc3CC(=O)N([C@H](C)CO)C[C@H]2C)cc1	i
66	Cc1noc(C)c1NC(=O)Nc1ccc2c(c1)CC(=O)N([C@H](C)CO)C[C@H](C)[C@@H](CN(C)C(=O)NC(C)C)O2	i
67	C[C@@H]1CN([C@@H](C)CO)C(=O)Cc2cc(NS(=O)(=O)c3cn(C)cn3)ccc2O[C@@H]1CN(C)Cc1ccc(C(=O)O)cc1	i
68	N#C/C(=C/c1ccc(O)c(O)c1)C(=O)OCCc1cccs1	i
69	COc1ccc(CSc2ncn[nH]2)cc1[N+](=O)[O-]	i
70	Cc1noc(C)c1NC(=O)Nc1cccc2c1O[C@@H](CN(C)S(=O)(=O)c1cn(C)cn1)[C@@H](C)CN([C@@H](C)CO)C2=O	i
71	C[C@H]1CN([C@@H](C)CO)C(=O)c2cccc(NC(=O)C3CCOCC3)c2O[C@@H]1CN(C)Cc1ccccc1	i
72	COc1ccc(CN(C)C[C@@H]2Oc3ccc(NC(=O)Cc4cn(C)c5ccccc45)cc3C(=O)N([C@@H](C)CO)C[C@H]2C)cc1	i
73	COc1ccc(OC)c(NC(=O)COc2ccc(F)cc2)c1	i
74	COc1ccc(OC)c(S(=O)(=O)Nc2cc([N+](=O)[O-])ccc2C)c1	i
75	COc1ccc(OC)c(S(=O)(=O)N2CCC(C(=O)Nc3cccc(SC)c3)CC2)c1	i
76	CC(C)CC(=O)c1c(O)cc(O)cc1OC1OC(COC(=O)c2cc(O)c(O)c(O)c2)C(O)C(O)C1O (stereo not drawn)	i
77	C[C@H]1CCCCO[C@@H](CN(C)Cc2ccc(C(F)(F)F)cc2)[C@@H](C)CN([C@@H](C)CO)C(=O)c2cc(NC(=O)CCC(F)(F)F)ccc2O1	i
78	NC(=O)CN(Cc1ccc(F)cc1)S(=O)(=O)c1ccc(Cl)cc1	i
79	Cc1noc(C)c1S(=O)(=O)N(C)C[C@H]1Oc2ccc(NC(=O)NC(C)C)cc2CC(=O)N([C@H](C)CO)C[C@H]1C	i
80	Cn1c(SCC(N)=O)nnc1-c1ccc(C(C)(C)C)cc1	i
81	CCC(=O)OCC(=O)C1(OC(=O)CC)[C@H](C)C[C@H]2[C@H]3[C@H]([C@@H](O)C[C@@]21C)[C@@]1(C)C=CC(=O)C=C1C[C@H]3Cl (stereo partly drawn)	i
82	CC(C)[C@H](CO)Nc1nc(Nc2ccc(C(=O)O)c(Cl)c2)c2ncn(C(C)C)c2n1	i
83	O=C(O)[C@H]1O[C@@H](Oc2c(-c3ccc(O)cc3)oc3cc(O)cc(O)c3c2=O)[C@H](O)[C@@H](O)[C@@H]1O	i
84	COc1ccc(S(=O)(=O)N(C)C[C@@H]2Oc3c(NC(=O)C4CCOCC4)cccc3C(=O)N([C@H](C)CO)C[C@@H]2C)cc1	i
85	CC(C)NC(=O)Nc1ccc2c(c1)C(=O)N([C@@H](C)CO)C[C@H](C)[C@H](CN(C)Cc1ccc(C(=O)O)cc1)OCCCC[C@@H](C)O2	i
86	C[C@@H]1CN([C@H](C)CO)C(=O)c2cccc(NS(C)(=O)=O)c2O[C@H]1CN(C)C(=O)Nc1cccc2ccccc12	i
